CHO parental Ca – ATP-evoked calcium signal inhibitors, parental CHO, primary screen, counter-screen for OX1R antagonist project, cell-based, fluorescence, Fluo-8 calcium dye | parental CHO-K1, ATP-induced calcium, Fluo-8 fluorescence | 330,000 compounds, 0.63% hits | inhibition, % at 5.6 µM;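 active = inhibition above that plate's mean sample inhibition plus 3 SD, cut at about 26% in these data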;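 also: 0% = ATP-challenged DMSO wells and 100% = DMSO wells without ATP; some compounds past the cut are filed as inactive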
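material = parental CHO cells | also added = ATP as calcium-mobilizing challenge | dosing = single point at 5.6 µM | detection = intracellular calcium via Fluo-8 no-wash fluorescent dye | read-out = % inhibition | benchmarks = low control ATP plus DMSO, high control DMSO only | repeats = one well per compound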
CHRM1 PAM – human M1 muscarinic receptor positive allosteric modulators, primary screen, CHO-K1 cells, Fluo-8 calcium fluorescence, 1536-well; activation, % at 3 µM; 360,000 compounds, 0.088% hits; Muscarinic acetylcholine receptor M1 (Homo sapiens), P11229; CHO-K1 hM1, ACh EC20; 0% = ACh EC20, 100% = maximal ACh; in the data active = activation above about 19%, passing the limit was not always enough
TAAR1 antagonist – human TAAR1 antagonists, primary screen, Fluo-8 calcium fluorescence, CHO RD-HGA16 cells. antagonist. inhibition, % at 3 µM. 360,000 compounds, 1.5% hits;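 active = inhibition above a per-plate cutoff, the mean inhibition of test compounds on that plate plus 3 SD, cut at about 49% in these data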;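 also: 0% = DMSO plus EC80 beta-PEA response and 100% = DMSO alone without agonist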
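Material: RD-HGA16 CHO cells with stable hTAAR1 and Gα16; Dosing: single nominal final test compound concentration of 3 µM; Schedule: seeding 17-24 h prior, 75-min 37 °C, 30-min RT dye loading; Detection: kinetic Fluo-8 calcium fluorescence measurement; Measure: % inhibition from peak post-agonist over basal fluorescence ratio; Benchmarks: vehicle and agonist controls.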
TAAR1 ag – human TAAR1 agonists, primary screen, Fluo-8 calcium fluorescence, CHO RD-HGA16 cells; AID 624467, 2012; Trace amine-associated receptor 1 (Homo sapiens), Q96RJ0; 360,000 compounds, 0.99% hits; vehicle wells 0%, saturating PEA agonist 100%; activation, % at 3 µM;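 active = activation above the mean activation of all test compounds in the run plus 3 SD, cut at about 38% in these data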
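Signal – calcium-sensitive Fluo-8 signal, excitation 470-495, emission 515-575 nm · System – RD-HGA16 (CHO) cells co-expressing Gα16 and hTAAR1 · Incubation – 17-24 h seeding, 75 min 37 °C dye, 30 min RT · Compound dosing – 3 µM single concentration · Repeats – no replicates (n 1)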
OXTR potentiator – human OXTR potentiators, primary screen, fluorescence, CHO-OTR cells, Fluo-8 calcium; Fluo-8 calcium fluorescence, potentiator mode; 0% = oxytocin EC15, 100% = EC100; 320,000 compounds, 0.061% hits; AID 2445, 2010; Oxytocin receptor (Homo sapiens), P30559; activation, % at 3 µM;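 active = activation above that plate's cutoff, the mean activation of tested compounds plus 3 SD, cut at about 6.6% in these data, passing the limit was not always enough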;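 also: 100% uses oxytocin at 75 nM as the full agonist control; some results filed as inactive read as strong as hits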
Target sequence (P30559 whole entry, looked up): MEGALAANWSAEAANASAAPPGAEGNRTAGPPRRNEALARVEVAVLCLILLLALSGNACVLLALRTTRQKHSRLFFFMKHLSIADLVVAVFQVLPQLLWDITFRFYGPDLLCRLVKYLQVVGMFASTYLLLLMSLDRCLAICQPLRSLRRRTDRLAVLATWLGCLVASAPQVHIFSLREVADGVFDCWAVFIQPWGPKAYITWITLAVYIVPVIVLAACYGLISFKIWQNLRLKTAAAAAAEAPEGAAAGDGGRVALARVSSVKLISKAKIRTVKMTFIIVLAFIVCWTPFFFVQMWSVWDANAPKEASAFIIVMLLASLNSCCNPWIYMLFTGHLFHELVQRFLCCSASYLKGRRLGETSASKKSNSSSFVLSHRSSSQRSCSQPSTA
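Material: human OTR in CHO cells. Compound: 3.0 µM, one dose. Timing: compound 6 min at room temperature before oxytocin, 100 s read. Evaluation: % activation of max/min ratio relative to oxytocin controls. Replication: single well per compound, singlicate. Signal: Fluo-8 calcium dye fluorescence.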
M1 antag – human M1 muscarinic receptor antagonists, primary screen, CHO-K1 cells, Fluo-8 calcium fluorescence, 1536-well | 360,000 compounds, 1.3% hits | inhibition, % at 3 µM | Muscarinic acetylcholine receptor M1 (Homo sapiens), P11229 | AID 588852, 2011 | CHO-K1 hM1, ACh EC80 antagonist;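 active = percent inhibition above its own plate's cutoff, namely the mean of that plate's compound wells plus 3 SD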;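 also: peak over basal fluorescence ratio during 140 s after agonist addition; 0% = ACh EC80 plus DMSO and 100% = DMSO alone without agonist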
V1R ag counter – agonists of human V1a receptor, primary screen, counter-screen for OXTR agonist project, fluorescence, CHO-V1R cells. Vasopressin V1a receptor (Homo sapiens), P37288. Fluo-8 calcium fluorescence, agonist mode; 0% DMSO, 100% 3 nM vasopressin. activation, % at 3 µM. 320,000 compounds, 0.25% hits;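 active = activation above the mean activation of all tested compounds plus 3 SD, per screening run, cut at about 20% in these data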;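 also: signal is peak over basal fluorescence ratio across a 100 second FLIPR read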
M1 ag – human M1 muscarinic receptor agonists, primary screen, Fluo-8 calcium fluorescence, CHO-K1 cells, HTS | 360,000 compounds, 0.33% hits | AID 588814, 2011 | activation, % at 3 µM | CHO-K1 hM1, agonist mode; 0% DMSO, 100% acetylcholine EC100;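 active = activation above the run's mean compound activation plus 3 SD, cut at about 16% in these data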;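 also: peak over basal fluorescence ratio within a 140 s kinetic read after compound addition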
OXTR agonist – human OXTR agonists, primary screen, fluorescence, CHO-OTR cells, Fluo-8 calcium; activation, % at 3 µM; Fluo-8 calcium fluorescence; normalized: DMSO 0%, oxytocin 100%; 320,000 compounds, 0.32% hits; Oxytocin receptor (Homo sapiens), P30559;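 active = activation above the mean of all tested compounds plus 3 SD, cutoff set per screening run, cut at about 20% in these data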;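 also: peak over basal fluorescence ratio from a 100 s FLIPR kinetic read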
Numbers without * were called inactive. An unsorted share of the library, and some 3.7% of all compounds hit somewhere here.

SMILES	CHO parental Ca	CHRM1 PAM	TAAR1 antagonist	TAAR1 ag	OXTR potentiator	M1 antag	V1R ag counter	M1 ag	OXTR agonist
C/C=C/C(=O)Nc1ccc(N2CCN(c3ccc(C(F)(F)F)cn3)CC2)nc1	-5.2	-0.3	-34.6	1.3	-5.9	-7.3	1.3	-0.6	0.3
O=C(O)CCc1nc2ccccc2c(=O)[nH]1	7.6	13.2	-27.7	25.9	-13.5	-17.2	-0.6	0.3	0.4
CC(C)N(Cc1ccccc1)S(=O)(=O)c1ccc2c(c1)NC(=O)CO2	-18.0	16.3	-16.5	0.5	-13.7	-18.0	1.0	-0.4	-0.3
C=CCn1c(=S)[nH]c2cc(-c3ccccc3)sc2c1=O	-6.8	3.7	-5.6	1.4	-9.5	-0.2	0.6	-3.6	0.0
COc1nc(OC)nc(N2CCC(NC(=O)C(Cc3cccc(OC)c3OC)NC(C)=O)CC2)n1 (configuration not stated)	2.9	6.6	-28.0	-0.6	-0.3	-5.2	0.4	5.7	0.1

One compound at a time, from the list above:
`C=CCn1c(=S)[nH]c2cc(-c3ccccc3)sc2c1=O` is entered as CHO parental Ca: -6.8; CHRM1 PAM: 3.7; TAAR1 antagonist: -5.6; TAAR1 ag: 1.4; OXTR potentiator: -9.5; M1 antag: -0.2; V1R ag counter: 0.6; M1 ag: -3.6; OXTR agonist: 0.0
`CC(C)N(Cc1ccccc1)S(=O)(=O)c1ccc2c(c1)NC(=O)CO2` is entered as CHO parental Ca: -18.0; CHRM1 PAM: 16.3; TAAR1 antagonist: -16.5; TAAR1 ag: 0.5; OXTR potentiator: -13.7; M1 antag: -18.0; V1R ag counter: 1.0; M1 ag: -0.4; OXTR agonist: -0.3

Pulled by structure from above (two):
SMILES	CHO parental Ca	CHRM1 PAM	TAAR1 antagonist	TAAR1 ag	OXTR potentiator	M1 antag	V1R ag counter	M1 ag	OXTR agonist
C=CCn1c(=S)[nH]c2cc(-c3ccccc3)sc2c1=O	-6.8	3.7	-5.6	1.4	-9.5	-0.2	0.6	-3.6	0.0
COc1nc(OC)nc(N2CCC(NC(=O)C(Cc3cccc(OC)c3OC)NC(C)=O)CC2)n1 (configuration not stated)	2.9	6.6	-28.0	-0.6	-0.3	-5.2	0.4	5.7	0.1

Results in OXTR potentiator, TAAR1 antagonist and V1R ag counter, for some of the entries so far:
molecule	OXTR potentiator	TAAR1 antagonist	V1R ag counter
C/C=C/C(=O)Nc1ccc(N2CCN(c3ccc(C(F)(F)F)cn3)CC2)nc1	-5.9	-34.6	1.3
O=C(O)CCc1nc2ccccc2c(=O)[nH]1	-13.5	-27.7	-0.6

Screening results from PubChem BioAssay.
